# EBNA-1 inhibitor – blocks EBNA-1 binding to DNA. EBNA-1 DNA binding, fluorescence polarization. inhibition, % at 14.8 µM. hit rate 0.34% among 300,000. AID 1950; in the data active = inhibition above about 28%
# PP1 counter – PP1-alpha (human) inhibition in PP5 counter-screen; hit rate 0.9% among 320,000; AID 2235; inhibition, % at 6.7 µM; purified PP1alpha, OMFP fluorescence;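 active = inhibition above the mean inhibition of all tested compounds plus 3 SD, computed separately for each screening campaign, cut at about 15% in these data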
# Target sequence (P62136 whole entry, looked up): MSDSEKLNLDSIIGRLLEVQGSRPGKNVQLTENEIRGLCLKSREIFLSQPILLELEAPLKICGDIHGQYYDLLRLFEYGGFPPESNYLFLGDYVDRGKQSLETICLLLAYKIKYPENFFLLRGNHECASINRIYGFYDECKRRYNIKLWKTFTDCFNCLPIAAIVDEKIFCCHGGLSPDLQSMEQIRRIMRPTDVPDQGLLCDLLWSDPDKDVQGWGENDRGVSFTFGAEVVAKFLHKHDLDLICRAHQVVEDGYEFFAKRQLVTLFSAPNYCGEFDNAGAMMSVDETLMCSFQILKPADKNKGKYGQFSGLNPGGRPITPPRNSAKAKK
# CTSL1 counter – counter-screen for PFM18AAP inhibitors: inhibitors of F. hepatica cathepsin L1; recombinant F. hepatica cathepsin L1, Z-Leu-Arg-MCA fluorescence; inhibition, % at 5.96 µM; hit rate 0.49% among 300,000; AID 1906;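 active = inhibition above the mean of all tested compounds plus 3 SD, set per screening campaign, cut at about 17% in these data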;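 note: 0% = plate median of test compound wells and 100% = 1 µM Z-Phe-Ala-diazomethylketone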
# PP5 primary – blocks human protein phosphatase 5 activity. purified PP5c, OMFP substrate fluorescence. inhibition, % at 6.7 µM. hit rate 0.18% among 320,000. AID 1987;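 active = inhibition above the campaign's mean inhibition across all tested compounds plus 3 SD, cut at about 9.5% in these data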;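 note: 0% = DMSO only and 100% = 100 µM cantharidin control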
# Target sequence (P53041 whole entry, looked up): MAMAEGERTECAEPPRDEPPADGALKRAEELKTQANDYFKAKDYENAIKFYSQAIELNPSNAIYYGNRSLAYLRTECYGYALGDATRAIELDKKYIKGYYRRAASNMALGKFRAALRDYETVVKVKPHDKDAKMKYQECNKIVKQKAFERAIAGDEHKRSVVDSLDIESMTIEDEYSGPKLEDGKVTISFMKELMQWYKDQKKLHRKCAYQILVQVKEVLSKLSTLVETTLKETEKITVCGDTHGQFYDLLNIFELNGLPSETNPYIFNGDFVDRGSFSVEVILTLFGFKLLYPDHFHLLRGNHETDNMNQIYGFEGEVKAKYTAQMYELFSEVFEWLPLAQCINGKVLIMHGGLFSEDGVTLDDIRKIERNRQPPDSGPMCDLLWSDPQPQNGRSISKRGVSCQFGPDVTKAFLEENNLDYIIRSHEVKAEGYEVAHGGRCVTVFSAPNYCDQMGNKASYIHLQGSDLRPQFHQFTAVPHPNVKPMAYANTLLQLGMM
# HCV core dimer – blocks dimerization of HCV core protein; TR-FRET GST/Flag-core106 dimerization, 1536-well; hit rate 0.33% among 300,000; AID 1899; inhibition, % at 5 µM;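 active = inhibition above the mean of all tested compounds plus 3 SD, set per screening campaign, cut at about 45% in these data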
#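 Assay system – GST-tagged and Flag-tagged HCV core protein residues 1-106 · Quantity – core106 proteins, GST 13.5 nM and Flag 17 nM · Benchmarks – unlabelled core106 and no-GST-core106 wells · Read-out basis – percent inhibition of core106 dimerization signal · Detection – time-resolved FRET, ex 340 nm, em 617 and 671 nm · Schedule – 4 h at 22.5 °C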
# Efflux pump mplx – antifungal efflux pump inhibition, Nile Red retention; inhibition, % at 10 µM; S. cerevisiae Candida pump triplex; hit rate 0.44% among 330,000;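 active = plate passing quality check with inhibition over a set limit, or well fluorescence over plate mean plus 4 SD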;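 note: Nile Red retained in pooled yeast measured as flow cytometry median fluorescence; 0% = buffer negative control and 100% = Enniatin B positive control; higher means more Nile Red kept so more efflux inhibition; some compounds called inactive have numbers as strong as hits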
# PREPL inh – inhibits the human prolyl oligopeptidase-like enzyme; Q4J6C6; recombinant PREPL, fluorescence polarization activity-based probe; hit rate 0.68% among 320,000; inhibition, % at 5.96 µM; in the data active = inhibition above about 43%;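 note: 0% = enzyme with DMSO and 100% = wells lacking enzyme; many of its hits are not listed in these tables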
# TPT1 inh – C. albicans TPT1 enzyme inhibition. recombinant caTPT1, FP RNA substrate dephosphorylation. inhibition, % at 5 µM. hit rate 0.81% among 300,000. AID 1962;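 active = inhibition above the mean of all tested compounds plus 3 SD, set per screening campaign, cut at about 24% in these data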;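 note: plate controls were DMSO alone for no effect and ferristatin control at 100 nM for full effect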
# ZTA counter – blocks Epstein-Barr virus ZTA, an EBNA-1 counter-screen | ZTA-DNA binding, fluorescence polarization | inhibition, % at 11 µM | hit rate 0.15% among 320,000; in the data active = inhibition above about 33%
# Target sequence (P03206 whole entry, looked up): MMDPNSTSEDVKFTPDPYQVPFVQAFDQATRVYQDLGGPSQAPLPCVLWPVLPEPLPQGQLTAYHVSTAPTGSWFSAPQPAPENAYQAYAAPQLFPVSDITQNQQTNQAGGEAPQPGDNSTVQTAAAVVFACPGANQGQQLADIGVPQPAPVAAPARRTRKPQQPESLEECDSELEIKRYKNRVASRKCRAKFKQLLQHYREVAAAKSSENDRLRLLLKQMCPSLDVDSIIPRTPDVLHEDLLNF
# The depositor's hits bear a star; / = no result given. These rows are one share of the data. The share of hits here may be higher or lower than overall.
SMILES,EBNA-1 inhibitor,PP1 counter,CTSL1 counter,PP5 primary,HCV core dimer,Efflux pump mplx,PREPL inh,TPT1 inh,ZTA counter
C=CCc1cc(/C=C2/NC(=O)N(CC(=O)OC)C2=O)cc(OC)c1O,-18,-7,4,-2.8,-6,-0.1,11,-5,-8
CCc1cc(=O)oc2cc(OC(C)=O)cc(OC(C)=O)c12,3,-1,-19,1.1,1,-0.1,10,-1,0
O=C(Cc1ccccc1)Nc1ccc2c(c1)CCC2,-12,-4,-5,0.1,1,0.0,-5,-1,12
O=C(NCCc1ccccc1)C1c2ccccc2C(=O)N1Cc1cccs1 (stereo not given),-7,-4,14,0.0,-1,0.0,12,0,-10
O=C(NCc1ccccc1)c1nc[nH]c1C(=O)N1CCc2ccccc2C1,/,3,/,-0.8,/,-0.1,11,/,8
CCCC(=O)Nc1nnc(/C=C/c2ccc(OC)cc2)s1,4,1,6,4.8,1,0.0,9,-2,1
Cc1sc(NC(=O)COc2ccccc2)c(C#N)c1-c1ccccc1,11,0,2,-1.6,-2,-0.1,5,2,-7
Cc1cccc(NC(=O)CCS(=O)(=O)c2ccc(Br)cc2)c1,8,2,2,0.5,-3,0.0,-14,-6,-12
CCCc1[nH]nc2c1C(c1ccsc1)C(C#N)=C(N)O2 (stereo not given),13,-2,2,-2.7,-4,0.1,0,0,3
O=C(CCC(=O)c1ccc(Br)cc1)Nc1ccc(F)cc1,6,2,0,2.9,8,0.1,-7,2,23
COc1ccc(-c2nnc(SCC(=O)NNC(=O)c3ccc(C)cc3)o2)cc1,5,-2,1,0.2,-1,0.0,0,-1,5
Cc1ccc(Nc2nc(CSc3nnc(-c4cccnc4)n3-c3ccccc3C)cs2)cc1,-4,5,47*,0.7,19,-0.1,38,5,7
CCCC(=O)Nc1nnc(SCC(=O)N2CCN(c3ccccc3)CC2)s1,2,-1,4,-0.4,-5,0.0,2,-6,-9
O=C(Nc1ccc(N2CCN(C(=O)c3cccs3)CC2)cc1)c1cccnc1,-12,0,0,1.7,-2,0.0,14,-3,-8
O=C(CN1C(=O)C2CC=CCC2C1=O)NCC(=O)Nc1ccc(F)c(F)c1 (stereo not given),-8,-3,0,0.1,-2,-0.1,1,0,-10

# Next section; the last 3 above are carried over.
SMILES,EBNA-1 inhibitor,PP1 counter,CTSL1 counter,PP5 primary,HCV core dimer,Efflux pump mplx,PREPL inh,TPT1 inh,ZTA counter
CCCC(=O)Nc1nnc(SCC(=O)N2CCN(c3ccccc3)CC2)s1,2,-1,4,-0.4,-5,0.0,2,-6,-9
O=C(Nc1ccc(N2CCN(C(=O)c3cccs3)CC2)cc1)c1cccnc1,-12,0,0,1.7,-2,0.0,14,-3,-8
O=C(CN1C(=O)C2CC=CCC2C1=O)NCC(=O)Nc1ccc(F)c(F)c1 (stereo not given),-8,-3,0,0.1,-2,-0.1,1,0,-10
COc1ccc(CNC(=O)c2cc(=O)c3cc(C)ccc3o2)cc1,2,0,2,0.5,3,-0.3,1,-2,-12
CN(C)CCNC(=O)c1sc2cccc(F)c2c1Cl,4,-4,-1,0.9,4,0.1,-12,-2,-14
C/C(Cc1ccccc1)=N\NC(=O)CNC(=O)c1ccc(C(C)(C)C)cc1,-11,1,7,1.9,6,0.0,-3,-4,6
CN(C)c1cccc(C(=O)OCC(=O)NCC2CCCO2)c1 (stereo not given),-5,1,-3,1.5,-5,0.0,-2,-1,-11
COc1cccc(C(=O)N(Cc2nc(-c3cccc(C)c3)no2)C(C)C)c1OC,3,-2,1,-0.7,3,0.0,8,2,-11
Cc1ccc(CSC2=Nc3sccc3C3=NC(=O)CN23)cc1,9,8,0,1.0,1,-0.1,22,21,2
CCC(CC)C(=O)NCCCCc1ccccc1,12,-2,-2,0.7,4,-0.1,-3,1,-10
O=C(O)Cc1ccc(O)cc1,-8,-2,-2,0.9,-3,-0.1,-3,-2,-16
COc1cccc(COc2ccc3c(C)cc(=O)oc3c2)c1,9,0,3,2.0,3,0.0,3,-2,9
S=c1[nH]nc(Cc2ccc(Cl)cc2)n1-c1ccc2c(c1)OCCO2,3,1,-1,1.9,1,0.1,3,-2,5
OCCC1CN(Cc2ccon2)CCN1Cc1ccccc1 (stereo not given),1,-2,1,-1.2,0,0.0,2,-3,12
CSc1nnc(-c2sc3cc(C(F)(F)F)cnc3c2-c2ccccc2)n1C,9,-1,1,-1.6,-4,0.1,2,-8,12
CC(=O)N1CCc2cc(S(=O)(=O)CCC(=O)NCCc3ccc(C)cc3)ccc21,-16,0,1,0.7,1,0.2,5,1,-1
COc1ccccc1CNc1ccccc1F,-10,-1,0,4.6,3,0.1,4,-1,18
C=CCNC(=S)N/N=C/c1ccc(C)s1,0,-4,7,-2.7,1,0.0,-5,1,8
COc1ccc(S(=O)(=O)NCCSCc2cccc(C)c2)cc1Br,-3,2,3,3.0,-4,0.0,-5,-1,19
O=CN(Cc1ccco1)C1(C(=O)NC2CCCCC2)CCCCC1,4,-4,1,0.6,0,0.0,15,-5,-10
O=C(N/N=C/c1ccc(OCc2ccccc2)cc1)c1ccco1,5,2,22*,3.5,-15,0.0,10,0,-6
O=S(=O)(Nc1cc(C(F)(F)F)ccc1N1CCOCC1)c1ccccc1,-14,-3,-4,1.4,-2,0.1,2,0,-13
O=C(O)CN1C(=O)COc2ccc(S(=O)(=O)N3CCCCCC3)cc21,-4,-1,-1,-0.8,-4,-0.2,6,0,-2
Cc1cc(C)nc(Oc2ccc([N+](=O)[O-])cc2)n1,5,1,3,2.4,0,-0.2,-1,0,13
CC1=C(C(=O)OCc2ccccc2)C(c2ccccc2OC(F)F)NC(=O)N1 (stereo not given),-15,-2,2,3.8,4,0.1,5,0,9
O=C(NCC(c1ccc(F)cc1)N1CCOCC1)c1c(F)cccc1F (stereo not given),-8,-3,0,-0.6,-1,0.0,-3,5,2
CC1(C)Oc2ccc(C(=O)N3CCOCC3)cc2N(CC(=O)N2CCOCC2)C1=O,8,1,9,-2.8,-2,-0.2,8,-1,-10
COc1cc(O)c2c(c1)OC(C)(C)CC2=O,-2,3,-1,1.6,12,-0.2,-1,-3,7
Cc1ccccc1-c1nc(CN2CCC(C(=O)NCc3cccs3)CC2)c(C)o1,8,-1,-2,1.4,-7,0.0,3,2,0
CCn1nnc(-c2ccccc2NS(=O)(=O)c2ccc(S(=O)(=O)N3CCCCCC3)cc2)n1,-6,0,0,2.7,5,0.1,0,0,1
COC(=O)c1ccc2nc(C)cc(Nc3ccc(N(C)C)cc3)c2c1,7,-1,2,1.9,-17,0.2,50*,-3,6
CN(C)CCN(C(=O)c1ccc2ccccc2c1)c1nc2c(F)cccc2s1,5,-2,-3,-2.9,-2,0.0,4,-3,11
COc1ccc(NC(=O)NNS(=O)(=O)c2cc(C)ccc2C)cc1OC,4,1,0,1.8,11,0.0,-2,1,-5
CCOC(=O)CSc1cc(C)nc(NC(C)=O)n1,4,-1,2,2.2,-3,-0.1,-7,-4,-5
Cc1cccc(C)c1NC(=O)C1CC2CCC1C2 (stereo not given),-9,1,2,-0.4,3,0.8*,15,-3,-1
CCN(CC(=O)NCc1ccc(F)cc1)C(=O)CN1CCN(c2ccccc2OC)CC1,7,-3,1,0.6,5,-0.1,-2,-2,15
N=C1S/C(=C\c2ccc(-c3cccc(Cl)c3)o2)C(=O)N1c1nccs1,-12,10,6,1.5,17,0.2,1,29*,2
OCc1n[nH]c(CO)n1,4,1,-5,0.9,-2,-0.1,6,0,-6
CC(NC(=O)[C@H](C)NC(=O)c1ccco1)c1ccc(S(N)(=O)=O)cc1 (stereo not given in full),-11,-2,4,-0.6,5,-0.2,0,-1,-2
COc1ccc(-n2nc3c(c2NC(=O)C2CC2)CS(=O)(=O)C3)cc1,2,1,0,0.0,7,0.2,-2,0,11
N#Cc1nc(-c2ccc(F)cc2)oc1N1CCC(C(N)=O)CC1,-7,-3,0,0.4,-1,0.1,8,-2,-3
Cc1ccc2nc(-c3ccc(NC(=O)CSCC(=O)O)cc3)sc2c1,2,0,-1,-1.8,14,0.1,-13,0,7
CC12CN3CC(C)(CN(C1)C3c1ccc(Br)cc1)C2=O (stereo not given),0,1,0,-0.3,-8,-0.1,-4,-6,-2
CCOc1ccc(S(=O)(=O)NC2CCCCCC2)cc1,-6,2,2,-1.3,3,0.0,-4,3,-6
COc1ccc(-n2nc(C(=O)NCC(=O)NC3CCCCC3)c3ccccc3c2=O)cc1,-5,1,7,-0.5,1,0.0,0,6,-11
O=C(c1ccc2c(c1)N(Cc1ccccc1F)C(=O)c1ccccc1S2(=O)=O)N1CCCC1,0,2,-3,1.5,-9,-0.1,11,2,-19
CC1=C(/C=C/C(C)=C/C=C/C(C)=C/C(=O)Nc2ccc(O)cc2)C(C)(C)CCC1,/,0,/,2.6,/,-0.1,13,/,-13
COc1ccc(C(=O)NC(=S)NNC(=O)CCc2ccccc2)cc1,3,5,1,1.6,10,0.3,2,2,-6
O=C1NCCCC1C(=O)N/N=C/c1ccccc1O (stereo not given),-6,-1,8,-0.3,-3,0.0,-8,-1,-9
O=C(Nc1nc2c(c(=O)[nH]1)CCCC2)C1CC1,1,-3,-2,1.2,-7,-0.3,3,1,2
CC(=O)Nc1nc(C)c(-c2csc(Nc3cccc(C(C)=O)c3)n2)s1,-3,-3,-2,1.2,-10,0.0,16,1,-9
COc1ccc(NC(=O)CCCn2c(=S)[nH]c3ccccc3c2=O)cc1,2,-1,4,-0.6,-3,-0.2,2,-2,17
O=C(COC(=O)Cc1n[nH]c(=O)c2ccccc12)Nc1ccc(Cl)cn1,/,2,/,1.1,/,0.1,2,/,-27
O=C(OCc1cc(Cl)ccc1OC(F)F)c1cncc(Br)c1,-8,-1,0,1.4,1,-0.1,-4,1,-10
O=c1cnnc(N/N=C/c2cccs2)[nH]1,3,-4,-2,-0.9,-2,-0.1,-19,-2,9
Cc1ccc(NC(=S)NC2CCN(Cc3ccccc3)CC2)cc1C,1,-5,2,-2.1,0,0.0,7,2,-5
Cc1nc2ccccc2c(=O)n1/N=C1\C(=O)N(C)c2ccccc21,6,-2,11,0.6,-2,-0.1,9,-8,0
Cc1ccc(C(=O)Nc2ccccc2NC(=O)c2ccc(C)o2)o1,4,-3,-2,2.4,3,0.0,-11,0,14
O=C(Cn1nc(-c2ccccc2)nc1-c1ccccc1)N1CCOCC1,-19,1,7,0.3,-6,-0.1,-4,-1,-9
CCOc1ccc(C(=O)Nc2nccs2)cc1[N+](=O)[O-],5,0,-3,-0.9,5,-0.2,-2,-1,12
CCCn1nnnc1NCc1ccccc1OCC,-1,-2,1,-0.3,7,0.0,3,0,-3
Cc1ccc(C(C)NC(=O)c2ccc3c(c2)OCO3)cc1C (stereo not given),6,-2,0,0.2,-7,0.0,3,0,0
O=C(c1cccs1)N(Cc1ccco1)c1nc(-c2ccc(F)cc2)cs1,-7,8,11,-2.8,-7,-0.4,-4,-2,-17
COc1ccc(-n2c(=O)c3ccccc3n(CC(=O)NC3CCCC3)c2=O)cc1,-1,-1,2,1.8,-7,-0.1,13,1,-11
CCN(CC)CCNS(=O)(=O)c1ccc(C(=O)NN)cc1,-13,-3,2,-2.3,0,0.1,9,1,-12

# Reformatted: results already given
Molecule	EBNA-1 inhibitor	PP1 counter	CTSL1 counter	PP5 primary	HCV core dimer	Efflux pump mplx	PREPL inh	TPT1 inh	ZTA counter
Cc1nc2ccccc2c(=O)n1/N=C1\C(=O)N(C)c2ccccc21	6	-2	11	0.6	-2	-0.1	9	-8	0
Cc1ccc(C(=O)Nc2ccccc2NC(=O)c2ccc(C)o2)o1	4	-3	-2	2.4	3	0.0	-11	0	14

# Screening results (PubChem BioAssay)
